KDM5B inhibitor: Primary screen for KDM5B Histone Demethylases FDH-coupled qHTS | Lysine-specific demethylase 5B (Homo sapiens), Q9UGL1 | KDM5B demethylase, FDH-coupled NADH fluorescence (FDH is formaldehyde dehydrogenase) | Potency, µM (top dose mostly 57.7 µM), inactives show at the highest dose activity change, negative = inhibition, usual class: inhibitors | 220,000 tested, 2.6% active | AID 1347165, 2019; active = well fitted inhibition curve with a large enough effect; inconclusive = small, poorly fitted or top-dose-only effect; inactive = no such curve, though single readings can be large or run the other way; note: 0% is about no effect; nearly all actives have a fitted effect of over 70% in size
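KDM5BΔAP (200 nM final) in 50 mM HEPES pH 7.5, 0.01% Tween-20 was preincubated 10 min at RT with compound over a concentration range. Substrate mix (H3K4me3 12.5 µM, α-KG 25 µM, Fe²⁺, ascorbate, NAD⁺, FDH) was added, and NADH fluorescence change over 30 min gave dose-response curves.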
Active calls of the source: *; i = inactive; u = inconclusive; & = joins results of further samples; [ ] = another dose, or the depositor's remark. Potency is the fitted concentration of half-maximal effect. The list is partial (hit frequency here may not be typical).

SMILES | KDM5B inhibitor
CC(Sc1nnc(Nc2cccc(Cl)c2)s1)C(=O)N(C)c1ccccc1 (stereo not drawn) | -13%
CCC(C)NC(=O)Cc1c(C)c2cc3c(cc2oc1=O)OC(C)(C)CC3 (stereo not drawn) | u
CCN(CC)Cc1cnc2c(C(=O)NC[C@@H](C)O)cnn2c1 | u
Cc1oc2c(c1C(=O)N(C)CC(=O)N1CCOCC1)CN(Cc1ccc(F)cc1)CC2 | u
Cc1noc2c(N3CCC(c4ccccc4)CC3)cc(-c3cccnc3)nc12 | u
CC1S/C(=N/N=C/c2ccco2)N(Cc2ccccc2)C1=O (stereo not drawn) | -2%
N#Cc1ccccc1S(=O)(=O)N[C@H]1CO[C@H]2[C@@H]1OC[C@H]2OC(=O)NC1CCCCC1 | -16%
CCc1noc(-c2cn(C3CCN(C(=O)c4cc(F)ccc4F)CC3)nn2)n1 | 26%
Cc1nc(NCCn2ncc3ccccc3c2=O)cc(C2CC(O)C2)n1 (stereo not drawn) | 5%
COc1ccc(-c2c(C)oc3cc(OCC(=O)N4CCC(C(N)=O)CC4)ccc3c2=O)cc1 | 15%
CC(NC(=O)CSc1nc2nc[nH]c2c(=O)[nH]1)c1ccccc1 (stereo not drawn) | -5%
COc1cc(/C=C2\COC/C(=C\c3ccc(O)c(OC)c3)C2=O)ccc1O | u
CCOc1ccc(OCC(O)Cn2c(C)cc(=O)n3ncnc23)cc1 (stereo not drawn) | -14%
CCc1noc(-c2cccn3c(CNC(=O)c4ccccc4OC)nnc23)n1 | u
CC1CCCCN1C(=O)CSc1nnc(-c2ccccc2Cl)o1 (stereo not drawn) | -18%
O=C(Nc1c(-c2ccc(F)cc2)nc2sccn12)c1cccc(S(=O)(=O)N2CCOCC2)c1 | 5%
CC(C)CN1C(=O)COC[C@@H]1[C@H](O)c1ccc(NC(=O)c2ccc3c(c2)OCO3)cc1 | 25%[86.2 µM]
CC(C)NC(=O)CSc1nc2ccccc2nc1N1CCCCC1 | -14%&-47%
COc1cccc(-c2ccc(-c3noc(-c4ccccc4OC)n3)c(OC)n2)c1 | u
O=C(COC(=O)c1ccc(N2CCCC2=O)cc1)c1ccc(OC(F)F)cc1 | -6%
Cc1ccc(C(=O)NCCOc2nonc2C)cc1N1CCNC1=O | 24%
CC1CCCCC1Nc1ncnc2c1CN(C1CCCNCC1)C(=O)CN2C (stereo not drawn) | u
COc1ccccc1NC(=O)c1ncoc1-c1cccc(C)c1 | u
N#Cc1ccc(NC(=O)COC(=O)c2nc(-c3ccccc3)n(-c3ccccc3)n2)cc1 | 1%
CCCN(CCC)CC1=C(C(=O)OCC)C(c2ccc(C)cc2)NC(=O)N1 (stereo not drawn) | 5%
COc1ccc(CC(=O)N2CC[C@@H](CC(=O)O)[C@@H](CCN3CCC[C@H]3C(N)=O)C2)cc1 | -7%[86.2 µM]
Cc1cc(C(=O)Nc2cccc([N+](=O)[O-])c2C)cs1 | 7%
O=C(Cn1c(=O)nc(-c2ccccc2)c2cc(Cl)ccc21)Nc1ccc(F)c(Cl)c1 | -28%
NS(=O)(=O)c1ccc(CCNC(=O)CCn2c(=O)c3cccn3c3cccnc32)cc1 | u
NS(=O)(=O)c1ccc(NC(=O)c2cc(-c3cccc4ccccc34)n[nH]2)cc1 | -20%

Some of these compounds in order of molecular weight, highest first.
SMILES | KDM5B inhibitor
O=C(Cn1c(=O)nc(-c2ccccc2)c2cc(Cl)ccc21)Nc1ccc(F)c(Cl)c1 | -28%
N#Cc1ccc(NC(=O)COC(=O)c2nc(-c3ccccc3)n(-c3ccccc3)n2)cc1 | 1%
NS(=O)(=O)c1ccc(NC(=O)c2cc(-c3cccc4ccccc34)n[nH]2)cc1 | -20%

(listing goes on)
SMILES | KDM5B inhibitor
CCCn1nc(C(=O)N(CC)CC2CCOC2)c2ccccc2c1=O (stereo not drawn) | 19%
COc1ccccc1Nc1ncc2c(n1)CCN(CC(C)C)C2 | u
Cc1ccc(S(=O)(=O)N2CCN(C(=O)CCn3ccc4ccccc43)CC2)cc1 | -18%
CCc1ccc(NC(=O)CCS(=O)(=O)c2ccc(Br)cc2)cc1 | 16%
COc1ccc(CNC(=O)C(C)OC(=O)c2cc(Cl)c[nH]2)cc1 (stereo not drawn) | -22%
COC(=O)c1ccc(Cn2nc(-c3cc(C)ccc3C)ccc2=O)cc1 | -5%
Oc1cccc(Oc2ccccc2)c1 | -15%
O=S1(=O)NCC2(CCN(Cc3ccoc3)CC2)Oc2ncccc21 | 50µM*
Cc1ccc(S(=O)(=O)NC(C)C(=O)OCc2coc(-c3cccs3)n2)cc1 (stereo not drawn) | 100%[activator]
Cc1cccc(S(=O)(=O)N2CCCN(C(=O)C3CC3)c3ccccc32)c1 | 6%
O=C1COc2ccc(-c3cn[nH]c3)nc2CN1Cc1ccccc1 | -22%[86.2 µM]
Oc1c(Br)cc(Br)cc1C=Nc1cccnc1 | u
COc1ccc(-c2cc(N3CCN(C(=O)c4ccc(C)cc4)CC3)n[nH]2)cc1 | -6%
Cc1ccc(Oc2ccccc2NC(=O)Cn2nc(C(N)=O)c3ccccc3c2=O)cc1 | 11%
CC1CCCN(Cc2c(O)ccc3c(=O)c(Oc4ccccc4Cl)c(C(F)(F)F)oc23)C1 (stereo not drawn) | -5%

Arranged by the number under KDM5B inhibitor (lowest first): some entries from above.
SMILES | KDM5B inhibitor
COc1ccc(CNC(=O)C(C)OC(=O)c2cc(Cl)c[nH]2)cc1 (stereo not drawn) | -22%
COc1ccc(-c2cc(N3CCN(C(=O)c4ccc(C)cc4)CC3)n[nH]2)cc1 | -6%
CCc1ccc(NC(=O)CCS(=O)(=O)c2ccc(Br)cc2)cc1 | 16%

(cont.)
SMILES | KDM5B inhibitor
O=C(NCC1CCOCC1)Nc1cc(F)cc(F)c1 | -9%
Cc1coc2cc3oc(=O)c(CC(=O)NCc4ccccc4)c(C)c3cc12 | u
CCC1CCCCN1S(=O)(=O)c1ccc(NC(=O)c2snnc2C)cc1 (stereo not drawn) | 17%
O=C(C1CCC1)N1CCC(Cc2nc(C3CCOCC3)no2)CC1 | -15%
Clc1ccc(Oc2cc(-c3nc4ccccc4s3)c3ccccc3n2)cc1 | 8%
COc1ccc(-c2cc(C(C)=O)c(C)n2CCC(=O)Nc2ccc(C)c(Cl)c2)cc1 | 62%[activator]
CCOc1ccccc1NC(=O)N1CCC2(CC1)CC(N1CCN(C(C)C)CC1)CCO2 (stereo not drawn) | -1%
Cc1ccc(C)c(C(NC(=O)C2CC2)c2cccnc2)c1 (stereo not drawn) | -1%
O=C(CN1C(=O)NC2(CCCCC2)C1=O)NC1CCCC1 | 19%
Cc1ccc(C)c(N2CCN(C(=O)C3CCCN(S(=O)(=O)c4ccc5c(c4)oc(=O)n5C)C3)CC2)c1 (stereo not drawn) | -17%
CN1CCN(c2ccc(CNC(=O)[C@H]3CN(Cc4ccccc4)C[C@H]3C(=O)O)cc2)CC1 | -29%
Cn1c(=O)c2c(SCC(=O)Nc3nccs3)nc(C3CC3)nc2n(C)c1=O | 24%
CN(C)S(=O)(=O)N(CC(=O)N1CCN(c2ccccc2)CC1)c1ccc(F)cc1 | 11%
O=c1oc2ccc(Cl)cc2cc1-c1nc(-c2ccccc2)cs1 | -25%
CCCn1nc(C(=O)NCC(C)(C)N2CCOCC2)c2ccccc2c1=O | 24%

Part of the list above, field by field.
> CC1CCCN(Cc2c(O)ccc3c(=O)c(Oc4ccccc4Cl)c(C(F)(F)F)oc23)C1 (stereo not drawn)
  KDM5B inhibitor: -5%
> O=C(NCC1CCOCC1)Nc1cc(F)cc(F)c1
  KDM5B inhibitor: -9%
> Cc1coc2cc3oc(=O)c(CC(=O)NCc4ccccc4)c(C)c3cc12
  KDM5B inhibitor: u
> CCC1CCCCN1S(=O)(=O)c1ccc(NC(=O)c2snnc2C)cc1 (stereo not drawn)
  KDM5B inhibitor: 17%

(next part)
SMILES | KDM5B inhibitor
FC(F)(F)c1ccc(Cl)c(N/N=C/c2cccc(Br)c2)c1 | -21%
CC(C)C[C@@H]1N[C@H](C(=O)NC(C)C)Cc2cn(Cc3ccccn3)c3cccc1c23 | -16%[86.2 µM]
CC(=O)NNC(=S)Nc1ccc(F)cc1F | 16%
Cc1nnc(-c2cc(C(=O)NCC(C)C)ccn2)n1CCc1ccccc1 | -5%[86.2 µM]
OCCNc1nc(-c2ccccc2)nc2c1oc1ccccc12 | 11%
CC1CCCCN1C(=O)c1ccc2c(c1)N(Cc1ccc(F)cc1)C(=O)c1ccccc1S2(=O)=O (stereo not drawn) | -24%
Cc1ccc(C)c(NC(=O)CN(CCc2ccccc2)S(=O)(=O)c2ccccc2)c1 | -3%
CCN(CC)C(=S)Sc1ccc([N+](=O)[O-])cc1 | -28%
COc1ccc(CC(=O)Nc2ccc([C@H]3OCC(=O)N(Cc4cccnc4)[C@@H]3CO)cc2)cc1 | -4%
Cc1cccc(N2CCN(C(=O)Cn3nc(Cc4cccnc4)c4ccccc4c3=O)CC2)c1C | -7%
COc1ccc(NC(=O)c2ccc3c(c2)N(S(C)(=O)=O)CC3)cc1OC | 1%
CCOc1ccc(NC(=O)[C@@H]2C[C@@H](O)CN2C2CCN(C(=O)c3cccc(OC)c3)CC2)cc1 | 25%
COC(=O)c1sccc1NC(=O)C1CC1 | 10%
Cc1cccc(S(=O)(=O)c2cn(Cc3ccccc3)c3cc(N4CCOCC4)c(F)cc3c2=O)c1 | -13%
Cc1noc(C)c1-c1nccc2c(=O)cc(N3CCOCC3)oc12 | 40µM*
COc1cccc(C(=O)Nc2ccc3oc(-c4ccc(OC)c(Cl)c4)nc3c2)c1 | -27%
COc1ccc(C2CC(=O)c3cc(-c4nc(-c5cccc([N+](=O)[O-])c5)cs4)c(=O)n(-c4cc(C)cc(C)c4)c3C2)cc1 (stereo not drawn) | -3%
CCNC(=O)[C@@H]1CCCN1[C@@H](C(=O)NC)c1ccccc1F | 19%[86.2 µM]
Cc1ccc(-n2c(=O)c3ccc(C(=O)NCc4ccco4)cc3n(Cc3ccccc3C#N)c2=O)cc1 | u
CCCCCC(O)(c1ccc(OCC)cc1)C(CN1CCOCC1)c1ccccc1 (stereo not drawn) | -15%
Cc1nc(CCNC(=O)C2(c3ccccc3)CC2)no1 | -12%
CCCCC(C(=O)O)C(C)CC(=O)Nc1nccs1 (stereo not drawn) | -2%
CCNC(=O)N1CCCCC1c1nc(CCOc2cccc(C)c2)no1 (stereo not drawn) | 19%
CC(C)OCc1ccccc1CNS(=O)(=O)c1ccc(F)cc1 | 13%
COc1ccc(C(=O)N/C(=C\c2ccc(-c3cccc(C(F)(F)F)c3)o2)C(=O)NC(C)(C)C)cc1 | 1%
CCOc1ccccc1C(=O)NC1CCN(c2cnn(CC)c(=O)c2)CC1 | 10%
COc1ccccc1CNC(=O)CN(c1ccccc1)S(=O)(=O)N(C)C | -4%
O=C(c1cccs1)N1CCc2[nH]nc(-c3cccc(F)c3)c2C1 | 38%[activator]
CN(C)c1ccc(CN2Cc3[nH]cnc3C[C@H]2c2nc(-c3ccncc3)no2)cc1 | 0%[86.2 µM]
Cc1c(Cl)cccc1NC(=O)Nc1nnc(N(C)Cc2ccccc2)s1 | -23%
CC(C)COc1ccc(C(=O)N2CCN(CCc3ccncc3)CC2)cc1 | u
CCn1c(-n2nc(C)c(C)c2C)nc2c1c(=O)n(CC(=O)C(C)(C)C)c(=O)n2C | -15%
Cc1ccc(CN2CC[C@H](c3nc4ccc(C(F)(F)F)cc4[nH]3)C2)cc1 | -27%[86.2 µM]
O=C(NCCCc1ccccc1)c1cccc2cccnc12 | 15%
Cc1cc(C)nc(Nc2ncc(O)n2-c2ccc(Cl)cc2)n1 | 4%
COCc1ccc(C(=O)N2CCC3(CC2)C(C(=O)O)CC(=O)N3C)o1 (stereo not drawn) | -20%
COc1cc(OC)cc(-c2nnc(SCC(=O)N3CCC(C)CC3)o2)c1 | 2%
Cc1ccc(C(=O)N(C)Cc2cccn2C)cc1 | -7%[86.2 µM]
CCN(CC)S(=O)(=O)N(C)CC1CCCN(CCc2ccccc2OC)C1 (stereo not drawn) | u
O=C(NCc1cccc(Cl)c1)c1cccc2c1C(=O)N(C1CCCCC1)C2 | -9%
O=C1c2ccccc2C2(c3ccccc3)N1CCN2C(=O)C(Cl)(Cl)Cl (stereo not drawn) | 28%
O=C(c1cccc(Cl)c1)N1CC(c2nnc(-c3ccncc3)o2)C2(CCOCC2)C1 (stereo not drawn) | 16%
CC(C)C(NC(=O)c1ccc(F)cc1)C(=O)N1CCN(C(=O)c2ccco2)CC1 (stereo not drawn) | 10%
Cc1ccc(S(=O)(=O)N2CCN(C3CCN(Cc4ccccn4)C3=O)CC2)cc1 (stereo not drawn) | -26%
Cc1cccc(OC(=O)c2ccc(-c3ccccc3)cc2)c1 | 11%
NC(=O)COc1ccc(C(=O)N[C@@H]2CNCCC[C@H]2O)cc1 | 94%[activator][86.2 µM]
Cn1c(-c2ccc3ccccc3c2)cc2ccccc21 | i
CCC(=O)Nc1ccc(-c2nc3ccccc3o2)cc1 | u
COc1ccc(CCNc2ncnc3c2CN(c2ccccc2F)C(=O)CN3C)cc1 | -10%
CCc1noc(-c2cn(C3CCN(C(=O)c4ccc(C)c(C)c4)CC3)nn2)n1 | -8%
Cc1ccc(CN(C)Cc2ccc(C#N)cc2)o1 | 4%
O=C1NC(=NC2CCCCC2)C2(CCN(Cc3ccsc3)CC2)N1c1cccnc1 | 11%[115 µM]
C[C@]1(CO)[C@H]2Cc3sc(NC(=O)c4c(F)cccc4F)nc3[C@@H](CC(=O)NC3CCCC3)[C@]2(C)CC[C@H]1O | -31%
CCOc1ccc(-n2c(SCC(=O)N3CCCc4ccccc43)nc3c([nH]c4ccccc43)c2=O)cc1 | -3%
CC(NC(=O)C1CCN(c2ccc(C#N)cn2)CC1)c1ccc(Cl)cc1Cl (stereo not drawn) | -7%

Screening data: PubChem BioAssay, National Center for Advancing Translational Sciences (NCATS)
